L3MBTL1 block – inhibitors of human L3MBTL1; Q9Y468; AlphaScreen L3MBTL1–H3K9me1 peptide binding; Potency, µM (series often up to 57.1 µM), without a hit: top-dose activity, negative = inhibition, hits mostly inhibitors; hit rate 0.66% among 230,000; AID 485360; active = well fitted inhibition curve with a large enough effect; inconclusive = small, poorly fitted or top-dose-only effect; inactive = no such curve, though single readings can be large or run the other way; note: nearly all actives have a fitted effect of over 60% in size
Target sequence (Q9Y468 whole entry, looked up): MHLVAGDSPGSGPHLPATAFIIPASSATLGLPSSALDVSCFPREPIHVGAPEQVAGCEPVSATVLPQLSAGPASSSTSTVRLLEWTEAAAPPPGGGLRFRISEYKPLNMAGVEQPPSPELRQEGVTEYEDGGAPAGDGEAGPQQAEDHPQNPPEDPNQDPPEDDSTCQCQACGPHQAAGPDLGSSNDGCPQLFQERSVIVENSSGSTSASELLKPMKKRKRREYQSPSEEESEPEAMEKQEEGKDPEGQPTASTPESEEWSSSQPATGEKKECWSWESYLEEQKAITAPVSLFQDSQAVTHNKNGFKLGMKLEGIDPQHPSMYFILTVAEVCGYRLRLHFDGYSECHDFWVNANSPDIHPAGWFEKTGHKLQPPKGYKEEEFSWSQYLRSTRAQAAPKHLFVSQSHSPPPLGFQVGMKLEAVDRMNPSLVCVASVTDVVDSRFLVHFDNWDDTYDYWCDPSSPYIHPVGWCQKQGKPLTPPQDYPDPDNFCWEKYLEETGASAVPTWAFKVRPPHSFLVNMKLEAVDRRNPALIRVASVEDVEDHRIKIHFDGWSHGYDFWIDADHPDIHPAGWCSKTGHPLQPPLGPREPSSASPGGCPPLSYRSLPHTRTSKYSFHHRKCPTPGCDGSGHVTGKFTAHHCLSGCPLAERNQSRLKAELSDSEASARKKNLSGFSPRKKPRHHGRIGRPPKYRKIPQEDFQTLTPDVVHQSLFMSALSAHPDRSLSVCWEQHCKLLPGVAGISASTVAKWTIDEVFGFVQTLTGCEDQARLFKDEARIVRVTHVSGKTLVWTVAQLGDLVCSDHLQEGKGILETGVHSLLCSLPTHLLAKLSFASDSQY
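AlphaScreen proximity signal between nickel-chelate acceptor and streptavidin donor beads (final 10 ug/mL) reports binding of 50 nM L3MBTL1 to 75 nM biotin-H3 K9me1 peptide; complex incubated with compounds 30 min at room temperature; cefsulodin titration as control.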
Starred values were filed as active, the others as inactive; [ ] = remark or other dose. % is set by controls: 0 for no effect and ±100 for the full control effect; potency is the fitted concentration of half-maximal effect.

What do the screens show for `Cc1oc2cc3oc(=O)c(CCC(=O)NCCCN4CCOCC4)c(C)c3cc2c1C`?
L3MBTL1 block: 2%

What do the screens show for `CCCOc1ccc(NC(=O)Cc2ccc(S(=O)(=O)N3CCOCC3)s2)cc1OCCC`?
L3MBTL1 block: -15%

Results for Cc1c(C(=O)Nc2nnc(C3CC3)s2)oc2c(Cl)cccc12 ?
L3MBTL1 block: 27%

How did Cc1ccc(NC(=O)c2ccc3c(c2)OCO3)cc1Cl do in these assays?
L3MBTL1 block: 14%

What do the screens show for `COc1cccc(C(=O)C2CCCN(Cc3cccc(OCCO)c3)C2)c1` (centres undefined)?
L3MBTL1 block: -1%

What do the screens show for `CCCCn1c(N)c(N(CCOC)C(=O)COC(=O)C(C)(C)Oc2ccc(Cl)cc2)c(=O)[nH]c1=O`?
L3MBTL1 block: 5%

Results for Cc1ccc(N2CC(NS(=O)(=O)c3cccs3)CC2=O)cc1 (centres undefined) ?
L3MBTL1 block: 5%

What do the screens show for `CCc1nn(CC(=O)N2CCN(CC)CC2)c(=O)c2cccn12`?
L3MBTL1 block: -2%

What do the screens show for `CCN(CC)c1ccc(/C=N/N2CCN(c3ccccc3OC)CC2)cc1`?
L3MBTL1 block: -14%

How did CCOc1ccc(S(=O)(=O)N2CCC(C(=O)OC(C)C(=O)NC3CCCCC3C)CC2)cc1 (centres undefined) do in these assays?
L3MBTL1 block: 3%

Results for COc1ccccc1C(=O)NNC(=O)c1csc(N2CCOCC2)n1 ?
L3MBTL1 block: 6%

Results for CCc1ccc(OCCOCCN2CCN(C)CC2)cc1 ?
L3MBTL1 block: inconclusive

How did O=C(COC(=O)c1ccc([N+](=O)[O-])o1)NCCc1ccccc1 do in these assays?
L3MBTL1 block: -22%

How did COc1cc(OC)cc(C(=O)Nc2ccc(N3CCOCC3)cc2N2CCOCC2)c1 do in these assays?
L3MBTL1 block: -1%

Results for COc1ccc(S(=O)(=O)Nc2cccc3c2O[C@H](CN(C)C(=O)Nc2ccc4c(c2)OCO4)[C@@H](C)CN([C@H](C)CO)C3=O)cc1 ?
L3MBTL1 block: -4%

What do the screens show for `CC(=O)N1CCN(c2ccc(NCc3ccc(-c4ccc(Br)cc4)o3)cc2)CC1`?
L3MBTL1 block: -29%

Results for NS(=O)(=O)c1ccc(NC(=O)c2cccc3ccccc23)cc1 ?
L3MBTL1 block: -1%

Results for Nc1ccc(-c2nc3ncccc3o2)cc1 ?
L3MBTL1 block: 4%

Results for C[C@H]1O[C@H](O[C@H]2[C@H](O[C@@H]3CC[C@@]4(C)C(CC[C@]5(C)C4CC=C4[C@@H]6CC(C)(C)CC[C@]6(C(=O)O[C@@H]6O[C@H](CO)[C@@H](O)[C@H](O)[C@H]6O)CC[C@]45C)C3(C)C)O[C@H](C(=O)O)[C@@H](O)[C@@H]2O)[C@@H](O)[C@@H](O)[C@@H]1O (some centres undefined) ?
L3MBTL1 block: 10%

Results for COc1ccc(OC)c2c1cc(C(=O)N[C@H](C(=O)N1CCC[C@H]1C(=O)O)C(C)C)n2C ?
L3MBTL1 block: -8%

Results for CCc1nc(N2CCN(C(C)=O)CC2)c2c3c(sc2n1)CCCC3 ?
L3MBTL1 block: 5%

What do the screens show for `COCCN(C(=O)CSc1nnc(-c2ccco2)n1C)c1c(N)n(CC(C)C)c(=O)[nH]c1=O`?
L3MBTL1 block: 4%

Results for CCOc1ccc(S(=O)(=O)N2CN3CCN(C3)C2)cc1 ?
L3MBTL1 block: -9%

How did O=C(CCCCCNC(=O)N1CCn2c1nc1ccccc12)N[C@@H](Cc1ccccc1)C(=O)O do in these assays?
L3MBTL1 block: 4%

How did O=C(COC(=O)c1ccccc1F)NNC(=O)c1ccccc1 do in these assays?
L3MBTL1 block: -3%

How did CCCn1nc(C(=O)NNC(=O)CSCC(=O)Nc2cc(C)on2)c2ccccc2c1=O do in these assays?
L3MBTL1 block: -5%

Results for O=C1CN(c2ccccc2)C(=S)N1c1ccccc1 ?
L3MBTL1 block: 0%

How did CC(C)(C#N)Cc1cc(CC(C)(C)C#N)cc(C(C)(C)C)c1 do in these assays?
L3MBTL1 block: 8%

Results for Cc1ccc(C(=O)O)cc1S(=O)(=O)Nc1ccccc1C(=O)NC1CC1 ?
L3MBTL1 block: -3%

How did O=C(C[C@H]1C/C=C\CC[C@H](Cc2ccc(F)cc2)C(=O)OC[C@@H]2CCCN2C1=O)N[C@H](CO)Cc1ccccc1 do in these assays?
L3MBTL1 block: 2%

What do the screens show for `CN(Cc1ccccc1)C(=O)COC(=O)c1cc2ccccc2oc1=O`?
L3MBTL1 block: 4%

What do the screens show for `CCCNC(=O)C(Cc1ccccc1)NC(=O)c1ccc(C(F)(F)F)cc1` (centres undefined)?
L3MBTL1 block: 5%

What do the screens show for `Cc1cc(C)cc(C(=O)NC(CC(N)=O)c2ccc(NC3CCCCCCCCCCC3)c([N+](=O)[O-])c2)c1` (centres undefined)?
L3MBTL1 block: 2%

What do the screens show for `COc1cccc(CC(=O)OCc2csc(CC(=O)Nc3ccccc3C)n2)c1`?
L3MBTL1 block: 2%

How did COc1cc(/C=C2\SC(=O)NC2=O)ccc1OCC(=O)N1CCOCC1 do in these assays?
L3MBTL1 block: 0%

What do the screens show for `COc1ccc(C(CNC(=O)c2cccc(NS(=O)(=O)c3ccc(Br)cc3)c2)N(C)C)cc1` (centres undefined)?
L3MBTL1 block: -4%

Results for O=C(COC(=O)C1CC(=O)N(Cc2ccco2)C1)Nc1ccc(F)cc1F (centres undefined) ?
L3MBTL1 block: -5%

Results for Nc1nc2ccccc2n1CCOc1ccc(Cl)cc1 ?
L3MBTL1 block: -3%

What do the screens show for `CN1CCN(c2oc(-c3ccccc3)nc2S(=O)(=O)c2ccccc2)CC1`?
L3MBTL1 block: 12%

What do the screens show for `Cc1ccc(S(=O)(=O)NCCC(=O)N2CCN(c3ccccc3)CC2)cc1C`?
L3MBTL1 block: -1%

What do the screens show for `CCCCn1c(N)c(N(CCC(C)C)C(=O)c2cc(Cl)nc3ccccc23)c(=O)[nH]c1=O`?
L3MBTL1 block: 32%[activator]

Results for CSc1ccccc1NC(=O)C1CCCN(S(C)(=O)=O)C1 (centres undefined) ?
L3MBTL1 block: -6%

Results for O=C(O)c1ccc(Cl)c(NCc2cccnc2)c1 ?
L3MBTL1 block: 12%

What do the screens show for `CCC[C@@H](CN1CCC[C@H]1CN1C(N)=NC[C@H]1CC(C)C)N1C[C@@H](Cc2ccccc2)N(CCCC2CCCC2)C1=N`?
L3MBTL1 block: 8%

Results for CCN(CC)C(=O)CSc1nc(COc2ccccc2)nc2ccccc12 ?
L3MBTL1 block: 1%

Results for C/C(=N\NC(=O)COc1cccc(Br)c1)c1ccc2c(c1)OCCO2 ?
L3MBTL1 block: -1%

What do the screens show for `CNC(=O)c1c(NC(=O)CCS(=O)(=O)c2ccc(F)cc2)sc(C)c1C`?
L3MBTL1 block: -5%

How did Cc1ccc(CNS(=O)(=O)c2cc3c4c(c2)CCN4C(=O)CC3)cc1 do in these assays?
L3MBTL1 block: 11%

What do the screens show for `N#CCC(=O)Nc1ccc(C(=O)NNC(=O)c2ccccc2-n2cccc2)cc1`?
L3MBTL1 block: -6%

How did Cc1ccc(SCCSc2nc(C)cc(=O)[nH]2)cc1 do in these assays?
L3MBTL1 block: 6%

What do the screens show for `Cc1ccsc1C(=O)OCC(=O)N1CC(C)CC(C)C1` (centres undefined)?
L3MBTL1 block: -1%

Results for CN(C(=O)CN1C(=O)c2cc(Cl)c(Cl)cc2C1=O)C1CCS(=O)(=O)C1 (centres undefined) ?
L3MBTL1 block: -1%

What do the screens show for `Cc1c(C(=O)NCC(c2ccco2)N2CCCC2)sc2ccccc12` (centres undefined)?
L3MBTL1 block: 17%

What do the screens show for `O=C(Nc1ccccc1N1CCOCC1)c1ccc(F)c(S(=O)(=O)N2CCOCC2)c1`?
L3MBTL1 block: -2%

What do the screens show for `Cc1ccc(CNC(=O)C2CCCN2S(=O)(=O)c2ccc3c(c2)C(C)(C)C(=O)N3C)cc1` (centres undefined)?
L3MBTL1 block: -1%

How did CC(C)(C)c1ccc(OCCC(=O)OCC(=O)Nc2ccc(N3CCOCC3)cc2)cc1 do in these assays?
L3MBTL1 block: 0%

Results for COc1ccc(COC(=O)c2cccc(S(=O)(=O)N3CCN(C(C)=O)CC3)c2)cc1F ?
L3MBTL1 block: 2%

What do the screens show for `CC(NC(=O)CN1CCN(c2cccc(Cl)c2)CC1)c1ccccc1` (centres undefined)?
L3MBTL1 block: 7%

Results for Cc1ccccc1C(=O)N1CCC(C(=O)OCc2ccccn2)CC1 ?
L3MBTL1 block: -1%

What do the screens show for `O=C(COC(=O)CNC(=O)c1ccccc1)NCCCc1ccccc1`?
L3MBTL1 block: 2%

No new results follow: an excerpt of the list.
What do the screens show for `N#CCC(=O)Nc1ccc(C(=O)NNC(=O)c2ccccc2-n2cccc2)cc1`?
L3MBTL1 block: -6%

How did Cc1ccc(SCCSc2nc(C)cc(=O)[nH]2)cc1 do in these assays?
L3MBTL1 block: 6%

What do the screens show for `Cc1ccsc1C(=O)OCC(=O)N1CC(C)CC(C)C1` (centres undefined)?
L3MBTL1 block: -1%

Results for CN(C(=O)CN1C(=O)c2cc(Cl)c(Cl)cc2C1=O)C1CCS(=O)(=O)C1 (centres undefined) ?
L3MBTL1 block: -1%

What do the screens show for `Cc1c(C(=O)NCC(c2ccco2)N2CCCC2)sc2ccccc12` (centres undefined)?
L3MBTL1 block: 17%

What do the screens show for `O=C(Nc1ccccc1N1CCOCC1)c1ccc(F)c(S(=O)(=O)N2CCOCC2)c1`?
L3MBTL1 block: -2%

What do the screens show for `Cc1ccc(CNC(=O)C2CCCN2S(=O)(=O)c2ccc3c(c2)C(C)(C)C(=O)N3C)cc1` (centres undefined)?
L3MBTL1 block: -1%

How did CC(C)(C)c1ccc(OCCC(=O)OCC(=O)Nc2ccc(N3CCOCC3)cc2)cc1 do in these assays?
L3MBTL1 block: 0%

Results for COc1ccc(COC(=O)c2cccc(S(=O)(=O)N3CCN(C(C)=O)CC3)c2)cc1F ?
L3MBTL1 block: 2%

What do the screens show for `CC(NC(=O)CN1CCN(c2cccc(Cl)c2)CC1)c1ccccc1` (centres undefined)?
L3MBTL1 block: 7%

Results for Cc1ccccc1C(=O)N1CCC(C(=O)OCc2ccccn2)CC1 ?
L3MBTL1 block: -1%

What do the screens show for `O=C(COC(=O)CNC(=O)c1ccccc1)NCCCc1ccccc1`?
L3MBTL1 block: 2%

The list continues.
What do the screens show for `O=C(OCCc1cc2ccccc2c(=O)o1)c1ccc2c(c1)OCO2`?
L3MBTL1 block: inconclusive

How did COc1cc(Cl)c(CN2CCCC(CO)(Cc3ccccc3F)C2)cc1OC (centres undefined) do in these assays?
L3MBTL1 block: 0%

What do the screens show for `Nc1ncnc2c1ncn2[C@@H]1O[C@H](CNCC#Cc2ccccc2)[C@@H](O)[C@H]1O`?
L3MBTL1 block: 0%

What do the screens show for `C[C@H](CO)N1C[C@H](C)[C@@H](CN(C)S(=O)(=O)c2cccs2)Oc2ccc(NC(=O)CCC(F)(F)F)cc2C1=O`?
L3MBTL1 block: -1%

What do the screens show for `CSc1nc(Nc2ccc(Cl)cc2)c(C#N)c(=O)[nH]1`?
L3MBTL1 block: -2%

How did CNC[C@@H]1Oc2c(NS(C)(=O)=O)cccc2C(=O)N([C@@H](C)CO)C[C@H]1C do in these assays?
L3MBTL1 block: 4%

What do the screens show for `CCN(C(=O)COC(=O)C1=COCCO1)c1c(N)n(Cc2ccccc2)c(=O)[nH]c1=O`?
L3MBTL1 block: 0%

Results for CC1(C)C(=O)Nc2ccccc2N1C(=O)c1ccc([N+](=O)[O-])cc1 ?
L3MBTL1 block: 33%[activator]

How did COc1ccc(NC(=O)CN(C)C(=O)c2cn(-c3ccccc3)nc2-c2ccc(OC)cc2)cc1 do in these assays?
L3MBTL1 block: -9%

What do the screens show for `Cc1ccc(OCCC(=O)OCC(=O)NC2CCCC(C)C2C)cc1` (centres undefined)?
L3MBTL1 block: 3%

Results for O=C(COC(=O)/C=C/c1ccccc1)NC1CC1 ?
L3MBTL1 block: -3%

Results for Cc1cc(OCC(=O)N(C)Cc2ccccc2)ccc1Cl ?
L3MBTL1 block: -3%

How did CCOc1ccc(-n2nc3ccc(N)cc3n2)cc1 do in these assays?
L3MBTL1 block: -2%

What do the screens show for `Cc1cc(C)c(NC(=O)CN(C)C(=O)CCC(=O)c2ccc(C)s2)c(C)c1`?
L3MBTL1 block: 3%

What do the screens show for `CC(C)(C)OC(=O)N[C@H](C(=O)OC(C)(C)C)c1ccc2c(c1)OCO2`?
L3MBTL1 block: 0%

How did O=C(O)CCNC(=O)/C(=C\c1ccco1)NC(=O)c1ccco1 do in these assays?
L3MBTL1 block: inconclusive

What do the screens show for `COc1ccc2[nH]cc(CCNC(=O)Cc3ccc(Br)cc3)c2c1`?
L3MBTL1 block: -6%

How did O=C(CSc1ccccc1F)NCCCN1CCCC1=O do in these assays?
L3MBTL1 block: 2%

How did O=C(NNC(=O)c1ccccc1Br)c1ccncc1 do in these assays?
L3MBTL1 block: 5%

Results for CC(C)CCC1(C)NC(=O)N(CC(=O)NCC(=O)Nc2ccc(F)c(F)c2F)C1=O (centres undefined) ?
L3MBTL1 block: 1%

How did CCN(CC)C(=O)[C@H]1CC(CC(=O)NC(C)(C)C)C(=O)N2CCc3c([nH]c4ccc(OC)cc34)[C@]12C (some centres undefined) do in these assays?
L3MBTL1 block: 5%

What do the screens show for `Cc1cc(-c2ccccc2)nc(SCc2ccc(C(=O)O)cc2)n1`?
L3MBTL1 block: 2%

How did Cc1cccnc1NC(=O)CN1C(=O)NC(C)(c2ccc3ccccc3c2)C1=O (centres undefined) do in these assays?
L3MBTL1 block: 0%

Results for CCOc1ccc(/C=N/NC(=O)C(O)c2ccccc2)c(O)c1 (centres undefined) ?
L3MBTL1 block: 5%

Results for CCc1cc(C(=O)NCC(c2ccc(OC)cc2)N2CCOCC2)sc1C (centres undefined) ?
L3MBTL1 block: 7%

Some of the compounds tested; count on the stated rates, not on these rows.
